Screening data (PubChem BioAssay)
Dyrk1A ADPGlo: Dyrk1A (rat) kinase inhibition. AID 504441. inhibition, % at 12.5 µM. Q63470. actives 0.43% (n = 310,000). ADP-Glo luminescence, NFATc1 peptide; in the data active = inhibition above about 50%;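 note: plate controls were vehicle with enzyme for no effect and no enzyme for full effect; many of its hits are not listed in these tables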
Active calls of the source: *. The list is partial (hit frequency here may not be typical).

SMILES	Dyrk1A ADPGlo
Cc1ccc(CN2CC(C(=O)Nc3ccc(C)c(S(=O)(=O)N4CCCCC4)c3)CC2=O)cc1 (stereo unspecified)	1.2
COc1ccc(OC)c(CN2CCN(C(=O)c3ccc(C)c(S(=O)(=O)Nc4ccccc4OC)c3)CC2)c1	0.3
CN(Cc1ccccc1)C(=O)COC(=O)c1ccccc1SCC(=O)N1CCCC1	-1.6
Cc1ccc(C)c(N2CCN(C(=O)CCc3nc(-c4ccccc4Br)no3)CC2)c1	-1.4
O=C(NCc1ccccn1)C1CCCN(S(=O)(=O)c2cc(Cl)ccc2Cl)C1 (stereo unspecified)	-0.6
O=S(=O)(NCCc1ccc(F)cc1)c1ccc(F)cc1Br	-1.6
O=C(COC(=O)c1ccc(S(=O)(=O)N2CCCCC2)cc1)Nc1ccccc1Cl	1.8
CC(C)(C)c1ccc(C(=O)OCC(=O)NC2CC2)cc1	0.8
Cc1cc(C)c(S(=O)(=O)N2CCN(c3ccccn3)CC2)c(C)c1	8.3
Nc1ccn(C2OC(COC(=O)C34CC5CC(CC(C5)C3)C4)C(O)C2O)c(=O)n1 (stereo unspecified)	2.6
Cc1nc2ccc(N)nc2nc1C	-3.4
C=C1c2nc3ccccc3n2C=C(c2ccc(C)cc2)N1c1ccccc1	-3.9
CC(C)(C)C(=O)Nc1ccc(C(=O)COC(=O)C2CC2)cc1	0.3
CN(C(=O)c1cccc(NC(=O)Cc2ccc(NC(=O)C3CCN(C(=O)C4CCC4)CC3)cc2)c1)C1CCCC1	3.2
C=CCn1c(SCC(=O)NCC(c2ccccc2)N(C)C)nc2sc3c(c2c1=O)CCC3 (stereo unspecified)	-0.7
O=C(NCC1CCCCC1)NCC1CCCCC1	7.9
OC(c1ccccc1)C(O)C(c1ccccc1)N1CCCCC1 (stereo unspecified)	3.1
Nc1ccc(C(=O)Nc2ccc3c(O)cc(S(=O)(=O)O)cc3c2)cc1	4.5
Cn1nc(C(=O)NCc2ccccc2CN2CCCC2)c2ccccc2c1=O	-1.8
Cn1c2cc(Br)sc2c2cnn(Cc3c(F)cccc3Cl)c(=O)c21	-11.2
O=C(c1ccc(=O)[nH]n1)N1CCN(S(=O)(=O)c2cccc(F)c2)CC1	-1.5
c1ccn(CCc2ccncc2)c1	2.1
Cc1cccc(NC(=O)COC(=O)CC2CCCC2)c1C	-5.3
CN(C)C(=O)CCc1ccc2c3c([nH]c2c1)[C@]1(CCC2CCCC2)[C@@H](C(=O)N2CCOCC2)C[C@H](CC(=O)NCCCn2ccnc2)C(=O)N1CC3	5.5
COc1cc(C(=O)Oc2ccccc2OC(=O)c2cc(OC)c(OC)c(OC)c2)cc(OC)c1OC	-4.5
Further records follow.
SMILES	Dyrk1A ADPGlo
CN1C(=O)C(N=Nc2ccc([N+](=O)[O-])cc2)SC1=S (stereo unspecified)	14.0
Cc1cccc(C(=O)NC2CC3CCC(C2)N3C)c1 (stereo unspecified)	2.5
CC(=O)N1c2cc3ccccc3cc2N(C(C)=O)c2cc3ccccc3cc21	0.2
O=C(CCCCn1ccc(=O)[nH]c1=O)Nc1ccc(C(=O)O)c(O)c1	4.9
O=S(=O)(NC(CO)Cc1ccccc1)c1cc(Cl)ccc1F (stereo unspecified)	10.0
COCC(=O)N(C)C[C@H]1N[C@@](C)(C(=O)OC)[C@H]2C(=O)N(C)C(=O)[C@@H]12	-4.9
C(=C\c1sc(Nc2ccccc2)n[n+]1-c1ccccc1)/c1ccccc1	1.8
Cc1ccc(S(=O)(=O)NCC(=O)OCc2csc(CC(=O)Nc3ccccc3C)n2)cc1C	0.5
N#CC1c2ccccc2C=CN1C(=O)N(c1ccccc1)c1ccccc1 (stereo unspecified)	-0.5
Cn1c(=O)[nH]c(N)c(Br)c1=O	-6.0
C=CCOC1=CS(=O)(=O)N(Cc2ccc(Br)cc2)c2ccc(Br)cc21	0.5
O=C(/C(=N/O)c1ccccc1)c1ccccc1	4.2
C=C1[C@@H](O)[C@H](Cc2ccccc2)N(Cc2ccccc2Br)S1(=O)=O	11.4
CC1OC(OC2C(CO)OC(OCC3OC(OC(=O)[C@@]45CCC(C)(C)C[C@@H]4C4=CC[C@@H]6[C@@]7(C)CCC(OC8OCC(O)C(O)C8OC8OC(C)C(O)C(O)C8O)[C@@](C)(CO)C7CC[C@@]6(C)[C@]4(C)CC5)C(O)C(O)C3O)C(O)C2O)C(O)C(O)C1O (stereo partly specified)	-4.0
Cc1ccc(S(=O)(=O)N2CCN(C(=O)COC(=O)Cc3c(F)cccc3Cl)CC2)c(C)c1	3.0
OCC1OC(n2cnc3c(/C=C(\O)c4ccccc4)ncnc32)C(O)C1O (stereo unspecified)	7.7
CCN(c1ccccc1)S(=O)(=O)c1ccc(C(=O)NCC(c2ccccc2OC)N2CCCC2)cc1 (stereo unspecified)	-0.5
CCC12C(=Nc3c(Cl)cccc31)C[C@@H]1CCN3C(=O)CCC[C@H]2[C@H]13 (stereo partly specified)	-6.7
Cn1cnc([N+](=O)[O-])c1Sc1nc(N)nc2c1ncn2C1CC(O)C(CO)O1 (stereo unspecified)	-2.3
CCN(c1ccccc1)S(=O)(=O)c1ccc(OC)c(NC(=O)c2c(C)noc2C)c1	3.0
O=C1COc2ccc(C(=O)COC(=O)c3ccc([N+](=O)[O-])cc3Cl)cc2N1	0.2
COc1ccc2[nH]c3c(c2c1)CCN1C(=O)C(CC(=O)NCC24CC5CC(CC(C5)C2)C4)C[C@H](C(=O)N2CCOCC2)[C@@]31CCC1CCCC1 (stereo partly specified)	3.0
Nc1cccc(Oc2ccc3c(c2)C(=O)N(CCO)C3=O)c1	-10.5
CC(=O)C1=C(C)N=c2s/c(=C/c3ccc4c(c3)OCO4)c(=O)n2C1c1ccc(N(C)C)cc1 (stereo unspecified)	2.3
Cn1c(N)c(C(=O)COC(=O)COc2ccccc2Cl)c(=O)n(C)c1=O	9.5
Next results
SMILES	Dyrk1A ADPGlo
Cc1nc(Nc2ccc(Cl)c(Cl)c2)sc1C(/C=C/c1ccc2c(c1)OCO2)=NNc1ccc([N+](=O)[O-])cc1[N+](=O)[O-]	-1.4
O=C(COC(=O)c1cc(=O)[nH]c2ccccc12)Nc1nc(-c2ccc(F)cc2)cs1	-1.5
C/C=C(\C)C(=O)OC1[C@H](OC(C)=O)C2(CO)C(CC1(C)C)C1=CCC3C4(C)CCC(O[C@@H]5O[C@H](C(=O)O)[C@@H](O[C@@H]6O[C@H](CO)[C@@H](O)[C@H](O)[C@H]6O)[C@H](O)[C@H]5O[C@H]5O[C@H](CO)[C@@H](O)[C@H](O)[C@H]5O)[C@](C)(CO)C4CCC3(C)[C@]1(C)C[C@H]2O (stereo partly specified)	6.7
COc1ccccc1N1CCN(C(=O)c2cc(S(=O)(=O)N3CCOCC3)ccc2C)CC1	2.8
O=C(CN1CCN(S(=O)(=O)c2ccc(Cl)cc2)CC1)N1CCCC1	-10.8
CN1C[C@@H]2[C@@H]3C(=O)N(Cc4ccccc4)C(=O)[C@@H]3[C@](C)(C1=O)N2C(=O)c1ccccc1	-11.8
Cc1ccc(NC(=O)COC(=O)c2ccc(-n3cccn3)cc2)cc1C	2.7
COc1cc(NC(=O)CNc2cccc(S(=O)(=O)N3CCOCC3)c2)cc(OC)c1	-1.7
O=[N+]([O-])c1cc(-c2ccccc2)cc([N+](=O)[O-])c1O	9.2
Cn1cncc1C#Cc1c(-c2ccc(S(C)(=O)=O)cc2)sc2ccccc12	5.0
CC[C@@]1(C(=O)OC)N[C@H](CN(C)C(=O)Nc2ccc(F)cc2)[C@@H]2C(=O)N(Cc3ccccc3)C(=O)[C@@H]21	1.8
COc1cc(-c2cc(O)c(-c3ccc4ccccc4n3)c(=O)[nH]2)cc(OC)c1OC	10.9
O=C(CCN1C(=O)NC2(CCCC2)C1=O)Nc1ccc(-c2nc3ccccc3s2)cc1	3.4
CN(Cc1ccccc1)C(=O)c1cccc(NC(=O)Cc2cccc(NC(=O)C3CCN(C(=O)C4CCC4)CC3)c2)c1	-2.5
O=C1C(=NO)C(c2ccccc2)Oc2ccccc21 (stereo unspecified)	4.3
Cc1cc(C(=O)Cn2cnc3ccc(Cl)cc3c2=O)c(C)n1C1CC1	6.7
Cn1c(N)c(C(=O)CSc2n[nH]c(N)n2)c(=O)n(C)c1=O	2.1
O=C(c1cc(F)c(F)cc1Cl)N1CCN(S(=O)(=O)c2cccs2)CC1	2.7
COc1ccc2[nH]c3c(c2c1)CCN1C(=O)C(CC(=O)NCc2cccc(C(F)(F)F)c2)C[C@H](C(=O)N(C(C)C)C(C)C)[C@@]31C (stereo partly specified)	-1.4
C[C@H](CO)N1C[C@H](C)[C@@H](CN(C)C(=O)Nc2ccccc2)Oc2ccc(NC(=O)c3ccncc3)cc2C1=O	2.4
Cc1ccc(NS(=O)(=O)c2cc(C(=O)N3CCN(CCO)CC3)ccc2C)cc1	-3.6
Cc1ccc(-n2nnnc2SCC(=O)NCC2(N3CCOCC3)CCCCC2)c(C)c1	9.7
O=C(Sc1n[nH]c(=O)[nH]c1=O)c1ccccc1	6.9
Cc1cc(C(=O)C(C(c2ccccc2)N2CCOCC2)N2CCOCC2)ccc1Cl (stereo unspecified)	0.3
O=C1CCC/C=C\C[C@@H](CC(=O)N(CCO)Cc2ccccc2)C(=O)N[C@H](Cc2c[nH]c3ccccc23)CO1	1.9
Next section
SMILES	Dyrk1A ADPGlo
CCN1C(=N)N(c2ccccc2)C(=O)C(CC)(CC)C1=O	-2.9
O=C(N/N=C/c1ccc(Cl)c([N+](=O)[O-])c1)c1ccc2c(c1)OCCO2	-1.1
Cc1ccc(C(=O)OCC(=O)Nc2ccc(F)c(Cl)c2)o1	4.1
CCN1CCN(c2oc(-c3ccccc3C)nc2S(=O)(=O)c2ccccc2)CC1	2.0
CCCCOc1ccc(SCCCN2CCOCC2)cc1	-1.4
O=C(C1CCN(S(=O)(=O)c2ccccc2F)CC1)N1CCCC1	16.6
COC(=O)CC(CC(=O)OC)n1cccc1	-5.3
O=C(CN1CCCSc2ccccc21)N1CCN(S(=O)(=O)c2ccccc2)CC1	-6.9
O=C(COC(=O)CCCN1C(=O)c2cccc3cccc(c23)C1=O)NC1CCS(=O)(=O)C1 (stereo unspecified)	20.1
CCN(CC(=O)Nc1ccc(NC(C)=O)cc1)C(=O)c1cccc(N2C(=O)c3ccccc3C2=O)c1	7.2
COC(=O)c1cc(C(=O)OCC(=O)NC2CCCCCCC2)cc([N+](=O)[O-])c1	-0.1
CC(=O)Oc1ccc(C2=Cc3ccc(OC(C)=O)cc3OC2C)cc1 (stereo unspecified)	3.9
Cc1ccc(S(=O)(=O)N2CCN(C(=O)COC(=O)CCOc3ccccc3C)CC2)c(C)c1	3.1
CCN(CC)C(=O)[C@H]1C[C@H](CC(=O)NCCCOC)C(=O)N2CCc3c([nH]c4cc(CCC(=O)N(C)C)ccc34)[C@]12C	-1.6
O=C(CN1CCN(S(=O)(=O)c2ccccc2Cl)CC1)NCC1(N2CCOCC2)CCCCC1	-5.1
CSc1nc2nc(C)c(CCC(=O)OCC(=O)Nc3ccc(F)cc3)c(C)n2n1	-6.8
CCOc1ncccc1C(=O)Nc1cc(S(=O)(=O)N2CCCCCC2)ccc1OC	4.3
CC(C)n1c(=O)[nH]c(=O)n1C(C)C	2.5
COc1ccc(C(=O)C2CC2)cc1	-1.4
COc1ccc(N2CCN(C(=O)C(Cc3ccccc3)NC(=O)c3ccccc3)CC2)cc1 (stereo unspecified)	-4.0
O=C(O)CC1CCC1CC(=O)O (stereo unspecified)	11.6
O=C(NNc1ccc([N+](=O)[O-])cn1)Nc1ccc(N=Nc2ccccc2)cc1	1.5
CCN(CC(=O)Nc1ccc(NC(C)=O)cc1)C(=O)c1cc([N+](=O)[O-])ccc1Sc1ccc(Cl)cc1	7.0
CN(CCc1ccccc1)C(=O)c1cccc(NC(=O)Cc2cccc(NC(=O)C3CCCN(C(=O)C4CC4)C3)c2)c1 (stereo unspecified)	0.0
O=C(COC(=O)c1ccccc1)c1ccc(S(=O)(=O)N2CCCCC2)cc1	-5.2

A draw from above in order of number of heavy atoms, smallest number first:
SMILES	Dyrk1A ADPGlo
Cc1ccc(C(=O)OCC(=O)Nc2ccc(F)c(Cl)c2)o1	4.1
C(=C\c1sc(Nc2ccccc2)n[n+]1-c1ccccc1)/c1ccccc1	1.8
C=C1c2nc3ccccc3n2C=C(c2ccc(C)cc2)N1c1ccccc1	-3.9

Next entries follow:
SMILES	Dyrk1A ADPGlo
CCOC(=O)/C=c1/s/c(=C/c2ccccc2OC)c(=O)n1CC(=O)N1CCOCC1	0.2
O=c1ccn([C@@H]2O[C@H](CNS(=O)(=O)c3csc(-c4ccno4)c3)[C@@H](O)[C@H]2O)c(=O)[nH]1	-4.4
Cc1cc2oc(=O)cc(-c3ccccc3)c2c(C)c1-c1ccc(C#N)cc1	-1.0
COc1ccc(C2CC(=O)Oc3cc4c(cc32)OCO4)cc1 (stereo unspecified)	-2.1
CN(CC(=O)Nc1ccccc1Cl)C(=O)c1cc2c(s1)CCCCC2	-1.9
CC(C)(C)OC(=O)N(Cc1ccccc1)Cc1ccccc1OCc1cccc(NC(=O)C2CCC2)c1	3.4
CC(C)C1(C2CCCC2)NC(=O)NC1=O (stereo unspecified)	-3.7
O=C1C(=O)N(c2ccccc2)C(c2ccccc2)C1c1ccccc1 (stereo unspecified)	-1.2
O=c1[nH]c2cc3c(cc2cc1CN(CCc1ccccc1)C(=S)NCCCN1CCOCC1)OCCO3	-6.7
NC(=O)c1ncn([C@@H]2O[C@H](CNCc3ccccc3OCc3ccc(Cl)cc3Cl)[C@@H](O)[C@H]2O)n1	12.2
CC(=O)Nc1c(Cl)c(Cl)c2c(c1Cl)Cc1cc(Cl)ccc1-2	-4.0

Structures shown so far with a cyano group (2):
SMILES	Dyrk1A ADPGlo
N#CC1c2ccccc2C=CN1C(=O)N(c1ccccc1)c1ccccc1 (stereo unspecified)	-0.5
Cc1cc2oc(=O)cc(-c3ccccc3)c2c(C)c1-c1ccc(C#N)cc1	-1.0

Three compounds already listed, arranged by the number in Dyrk1A ADPGlo, lowest first.
SMILES | Dyrk1A ADPGlo
COc1ccc(C2CC(=O)Oc3cc4c(cc32)OCO4)cc1 (stereo unspecified) | -2.1
CN(CC(=O)Nc1ccccc1Cl)C(=O)c1cc2c(s1)CCCCC2 | -1.9
CCOC(=O)/C=c1/s/c(=C/c2ccccc2OC)c(=O)n1CC(=O)N1CCOCC1 | 0.2
